BLM inh = Bloom syndrome helicase (human) inhibition | recombinant BLM DNA unwinding, fluorescence dequenching | P54132 | actives 0.2% (n = 350,000) | Potency, µM (titrated, usually from 56.1 µM), without a hit: at the highest dose activity change, negative = inhibition, most hits filed as inhibitors | AID 2528;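 further: potency means the concentration at half of the fitted maximal effect; plate controls were vehicle for no effect and no enzyme for full effect; nearly all actives have a fitted effect of over 35% in size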
Pol beta inh = inhibitors of human DNA polymerase beta; P06746; Pol beta primer extension/strand displacement, fluorescence kinetic; Potency, µM (highest dose often 114 µM), without a hit: at the top dose activity change, negative = inhibition, usual class: inhibitors; actives 1.3% (n = 340,000); AID 485314; further: potency means the concentration at half of the fitted maximal effect; on the % scale 0 is the no-effect control and ±100 the full control effect
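Kinetic readout of DNA synthesis with strand displacement by Pol beta. Compound and 10 nM enzyme sit 15 min at room temperature; 50 nM substrate starts the reaction, read immediately and at 10 min.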
TRHR agonist = agonists of human TRH receptor. P34981. actives 0.18% (n = 360,000). AID 493084. TRHR cells, calcium flux fluo-8, FDSS agonist mode. activation, % at 2 µM; in the data active means activation above about 30%; further: 0% is about no effect
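Read-out: compound-evoked intracellular calcium rise in TRHR cells, fluo-8 dye, kinetic FDSS fluorescence at 1 s/cycle following a 10-cycle baseline. Cells cultured overnight before dye loading (30 min–1.5 h, RT).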
ERG Ets-DNA blk = blocks human ERG Ets domain binding to DNA; fluorescence polarization, His-ERG Ets domain / labelled DNA; Potency, µM (titrated, usually from 76.9 µM), for the others: top-dose FP activity, negative = inhibition, actives largely listed as inhibitors; actives 0.028% (n = 370,000); AID 624246; active means well fitted inhibition curve with a large enough effect in the polarisation, with a control signal flat; inconclusive means small, poorly fitted or top-dose-only effect, or effect the other way, or a change in a side signal; inactive means no such curve, though single readings can be large or run the other way; the % refers to the polarisation;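 further: polarization taken with two DNA probes labelled with fluorescein and Texas red; potency means the concentration at half of the fitted maximal effect; % of control where 0% means no effect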
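His-tagged ERG Ets domain (1 uM in the protein solution; 300mM KCl, 50mM Tris-HCl, 1mM EDTA, 1mM DTT, pH 7.5) received compound, then a probe mix of 5 nM fluorescein-DNA and 100nM Texas-615-DNA. Fluorescence polarization was read for both dyes.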
ALOX12 inh = blocks human arachidonate 12S-lipoxygenase | actives 1.1% (n = 580,000) | P18054 | purified 12hLO, xylenol orange hydroperoxide absorbance | AID 1671190 | Potency, µM (top dose mostly 108 µM), for inactives: at the highest dose activity change, negative = inhibition, most hits filed as inhibitors; further: potency means the concentration at half of the fitted maximal effect; on the % scale 0 is the no-effect control and ±100 the full control effect
Target sequence (P18054 whole entry, looked up): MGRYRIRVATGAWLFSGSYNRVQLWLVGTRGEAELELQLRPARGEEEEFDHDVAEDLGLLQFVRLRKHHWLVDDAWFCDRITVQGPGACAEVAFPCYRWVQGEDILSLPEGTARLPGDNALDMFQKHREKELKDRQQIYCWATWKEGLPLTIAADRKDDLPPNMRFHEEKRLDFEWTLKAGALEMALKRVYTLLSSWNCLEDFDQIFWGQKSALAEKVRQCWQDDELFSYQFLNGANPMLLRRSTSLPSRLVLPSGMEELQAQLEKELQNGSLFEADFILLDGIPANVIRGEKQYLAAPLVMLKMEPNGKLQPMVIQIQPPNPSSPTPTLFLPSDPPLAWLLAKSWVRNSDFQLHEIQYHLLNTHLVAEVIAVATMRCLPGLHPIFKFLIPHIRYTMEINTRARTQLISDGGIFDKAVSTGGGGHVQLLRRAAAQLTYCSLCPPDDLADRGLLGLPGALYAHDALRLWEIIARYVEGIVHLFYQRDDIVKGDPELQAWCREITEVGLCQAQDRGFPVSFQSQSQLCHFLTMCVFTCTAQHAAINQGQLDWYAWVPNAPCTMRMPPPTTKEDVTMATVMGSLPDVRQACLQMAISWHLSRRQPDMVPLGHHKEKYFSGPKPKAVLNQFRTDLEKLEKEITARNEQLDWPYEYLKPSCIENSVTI
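Hydroperoxide product was detected by ferrous iron/xylenol orange as the 573 to 405 nm absorbance ratio. Arachidonic acid at 40 uM (final) was turned over for 30 min at room temperature by 150 nM human 12hLO, pH 7.0 Hepes buffer, after 15 min compound preincubation.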
POLK inh = inhibitors of human DNA polymerase kappa; Q9UBT6; actives 0.53% (n = 400,000); Potency, µM (doses to about 107 µM), for inactives: top-dose activity, negative = inhibition, hits mostly inhibitors; AID 588579; purified Pol kappa, fluorescent DNA synthesis assay, 10 min; further: potency means the concentration at half of the fitted maximal effect; on the % scale 0 is the no-effect control and ±100 the full control effect
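Kinetic fluorescence screen: compound preincubated 15 min RT with 10 nM enzyme; 50 nM substrate (final) initiates; reads at 0/10 min.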
Anesthetic bind = binds horse apoferritin like a general anesthetic; P02791; apoferritin/1-aminoanthracene competitive binding, fluorescence; Potency, µM (top dose mostly 77.5 µM), without a hit: at the top dose activity change, negative = displacement, usual class: inhibitors; actives 0.074% (n = 350,000); further: potency means the concentration at half of the fitted maximal effect; on the % scale 0 is the no-effect control and ±100 the full control effect; nearly all actives have a fitted effect of over 20% in size
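Read-out: endpoint 1-AMA fluorescence, excitation 380 nm and emission 535 nm, after compounds sit 10 min at room temperature with 10 uM horse-spleen apoferritin in 50% saturated 1-AMA/PBS. Values come from four-parameter Hill fits.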
POLI inh = inhibitors of human DNA polymerase iota; actives 1% (n = 390,000); Potency, µM (top dose mostly 115 µM), for the others: at the top dose activity, negative = inhibition, hits mostly inhibitors; AID 588590; Pol iota fluorescent replication assay, 10 min; further: potency means the concentration at half of the fitted maximal effect
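Fluorescent replication assay read twice, at 0 min and 10 min after adding 50 nM (final) substrate. Enzyme (10 nM) and compounds were first incubated 15 min at room temperature; enzyme-free buffer wells were negative controls.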
APE1 inh = blocks human APE1 abasic DNA cleavage; actives 0.35% (n = 350,000); recombinant APE1, TAMRA/BHQ-2 abasic DNA cleavage fluorescence; AID 2517; P27695; Potency, µM (doses to about 65.8 µM), inactives show at the top dose activity change, negative = inhibition, hits mostly inhibitors;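 further: potency means the concentration at half of the fitted maximal effect; plate controls were vehicle for no effect and reference inhibitor for full effect; nearly all actives have a fitted effect of over 55% in size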
Target sequence (P27695 whole entry, looked up): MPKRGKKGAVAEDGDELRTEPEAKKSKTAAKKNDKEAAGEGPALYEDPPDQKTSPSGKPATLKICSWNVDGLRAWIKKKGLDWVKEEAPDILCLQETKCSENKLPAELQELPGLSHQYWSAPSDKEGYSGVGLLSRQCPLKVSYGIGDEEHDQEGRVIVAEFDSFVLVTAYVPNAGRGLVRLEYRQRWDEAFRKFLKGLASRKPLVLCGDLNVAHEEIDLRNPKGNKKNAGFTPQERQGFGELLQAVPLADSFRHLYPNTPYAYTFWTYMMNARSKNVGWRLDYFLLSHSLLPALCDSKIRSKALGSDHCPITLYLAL
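Quantitative HTS: incision of a TAMRA/BHQ-2 double-stranded substrate bearing a tetrahydrofuran abasic site by 0.75 nM APE1 raises fluorescence. Substrate 50 nM final, added after 15 min compound preincubation at room temperature; progress as third-minus-first kinetic read difference.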
An asterisk follows results filed as active; [ ] = remark or other dose. Unless noted, the call rests on the fitted dose curve; in most records, active means well fitted curve in the direction sought with a large enough effect; inconclusive means small, poorly fitted or top-dose-only effect, or another doubt; inactive means no such curve, though single readings can be large; an effect the other way counts as inactive or inconclusive. An excerpt; rates above refer to the full screens.

`CCn1ncc2c1C(=O)NC1c3ccccc3C(=O)N21` (stereo not drawn) gave BLM inh 1%, Pol beta inh 16%, TRHR agonist 0.8, ERG Ets-DNA blk -3%, ALOX12 inh -25%, POLK inh 1%, Anesthetic bind -6%, POLI inh 6% and APE1 inh 3%.
Screening O=C(Nc1cccc(S(=O)(=O)NC2=NCCC2)c1)c1cc(=O)[nH]c2ccccc12 returned TRHR agonist 1.0, ERG Ets-DNA blk -16%, ALOX12 inh -7%, POLK inh 8%, POLI inh -20% and APE1 inh 9%.
`COc1ccc(N)c2c1C(=O)c1ccccc1C2=O` gave BLM inh -25%, Pol beta inh inconclusive, TRHR agonist -1.0, ERG Ets-DNA blk inconclusive, ALOX12 inh 11%, POLK inh inconclusive, Anesthetic bind -3%, POLI inh inconclusive and APE1 inh inconclusive.
`CC1=C(C(=O)OCC2CCCO2)C(c2coc3ccc(Cl)cc3c2=O)C2=C(CCCC2=O)N1` (stereo not drawn) gave BLM inh 1%, Pol beta inh 10%, TRHR agonist -0.5, ERG Ets-DNA blk 4%, ALOX12 inh -15%, POLK inh 4%, Anesthetic bind -21%, POLI inh 97%[activator] and APE1 inh 0%.
For CC(C)(C)SCCNC(=O)c1cccc([N+](=O)[O-])c1 the results were BLM inh -1%, Pol beta inh 3%, TRHR agonist 0.7, ERG Ets-DNA blk -1%, ALOX12 inh -5%, POLK inh -13%, Anesthetic bind -11%, POLI inh 7% and APE1 inh 13%.
`CC(=O)N(C(C)=O)n1c(C)nc2sc3c(c2c1=O)CCCC3` gave BLM inh -1%, Pol beta inh 3%, TRHR agonist -0.1, ERG Ets-DNA blk -2%, ALOX12 inh -9%, POLK inh 9%, Anesthetic bind -5%, POLI inh 10% and APE1 inh -4%.
`Cc1c(NC(=O)c2cc(=O)[nH]c3ccccc23)c(=O)n(-c2ccccc2)n1C` gave BLM inh 0%, Pol beta inh 10%, TRHR agonist 0.3, ERG Ets-DNA blk -11%, ALOX12 inh -2%, POLK inh -19%, Anesthetic bind -2%, POLI inh 20% and APE1 inh 13%.
For COC(=O)c1ccc(C(=O)NC2CC(C)(C)Cc3c2cnn3-c2ccc(F)cc2)nc1 (stereo not drawn) the results were BLM inh -4%, Pol beta inh -2%, TRHR agonist 1.8, ERG Ets-DNA blk -12%, ALOX12 inh 14%, POLK inh -5%, Anesthetic bind -11%, POLI inh 12% and APE1 inh 18%.
CCc1ccccc1NC(=O)CN(c1ccccc1OC)S(=O)(=O)c1ccc(C)cc1 was read as BLM inh -6%, Pol beta inh -28%, TRHR agonist -0.3, ERG Ets-DNA blk -1%, ALOX12 inh 2%, POLK inh -20%, Anesthetic bind 68%[activator] and POLI inh -4%.
Screening Cc1ccc(NC(=S)N2CCCCC2)cc1C returned BLM inh -3%, Pol beta inh 13%, TRHR agonist 0.7, ERG Ets-DNA blk 0%, ALOX12 inh inconclusive, POLK inh -1%, Anesthetic bind -17%, POLI inh 45%[activator] and APE1 inh 17%.
Screening COc1ccc(NC(=O)CSCC(=O)N(C)Cc2ccc(Cl)c(Cl)c2)cc1 returned TRHR agonist -0.4, ERG Ets-DNA blk -8%, ALOX12 inh 5%, POLK inh -1%, POLI inh 39%[activator] and APE1 inh -7%.
For O=C(CCc1ccccc1)N(Cc1cccnc1)c1nc2c(F)cc(F)cc2s1 the results were BLM inh -5%, Pol beta inh -1%, TRHR agonist 0.0, ERG Ets-DNA blk 3%, ALOX12 inh inconclusive, POLK inh -16%[60.1 µM], Anesthetic bind 52%[activator] and POLI inh inconclusive.
For Cc1noc(C)c1COc1ccc(C(=O)N2CCC(C)CC2)cc1 the results were TRHR agonist 0.3, ERG Ets-DNA blk 33%[activator], ALOX12 inh 179%[activator], POLK inh -16%, POLI inh -2% and APE1 inh 53%.
O=C(O)CC(CP(=O)(c1ccccc1)c1ccccc1)C(=O)O (stereo not drawn) was read as BLM inh -4%, Pol beta inh 11%, TRHR agonist 0.1, ERG Ets-DNA blk 4%, ALOX12 inh -11%[57.4 µM], POLK inh -4%, Anesthetic bind -6%, POLI inh -3% and APE1 inh -7%.
`O=C(CCC(=O)Nc1ccccc1Cl)N/N=C/c1c[nH]c2ccccc12` gave BLM inh -7%, Pol beta inh -15%, TRHR agonist 1.3, ERG Ets-DNA blk 2%, ALOX12 inh -1%, POLK inh -7%, Anesthetic bind inconclusive, POLI inh 93%[activator] and APE1 inh 4%.
Cc1cc(-c2ccccc2)cc(=O)[nH]1 was read as ERG Ets-DNA blk 0%, ALOX12 inh 0%, POLK inh -11% and POLI inh 24%.
Screening S=C(Nc1ccccc1)N1CCN(C(=S)c2ccccc2)CC1 returned BLM inh -7%, Pol beta inh 11%, TRHR agonist 0.5, ERG Ets-DNA blk -4%, ALOX12 inh -19%, POLK inh -1%, Anesthetic bind -11%, POLI inh 2% and APE1 inh 0%.
`COc1ccc(Br)cc1C(=O)Nc1nnn(C)n1` gave BLM inh -1%, Pol beta inh 9%, TRHR agonist -0.8, ERG Ets-DNA blk -10%, ALOX12 inh 5%, POLK inh 1%, Anesthetic bind -10%, POLI inh 8% and APE1 inh 0%.
`CCc1c(C)[nH]c2nc3ccccc3n2c1=O` gave BLM inh -3%, Pol beta inh 2%, TRHR agonist 0.0, ERG Ets-DNA blk 5%, ALOX12 inh -20%, POLK inh -19%, Anesthetic bind 6%, POLI inh 30% and APE1 inh 2%.
CCc1nc(SCC(=O)NCCc2ccccc2)n[nH]1 was read as BLM inh -3%, Pol beta inh 13%, TRHR agonist 1.7, ERG Ets-DNA blk 4%, ALOX12 inh -7%, POLK inh -7%, Anesthetic bind 4%, POLI inh 5% and APE1 inh -6%.

A run of entries of the results above:
Screening COc1ccc(NC(=O)CSCC(=O)N(C)Cc2ccc(Cl)c(Cl)c2)cc1 returned TRHR agonist -0.4, ERG Ets-DNA blk -8%, ALOX12 inh 5%, POLK inh -1%, POLI inh 39%[activator] and APE1 inh -7%.
For O=C(CCc1ccccc1)N(Cc1cccnc1)c1nc2c(F)cc(F)cc2s1 the results were BLM inh -5%, Pol beta inh -1%, TRHR agonist 0.0, ERG Ets-DNA blk 3%, ALOX12 inh inconclusive, POLK inh -16%[60.1 µM], Anesthetic bind 52%[activator] and POLI inh inconclusive.
For Cc1noc(C)c1COc1ccc(C(=O)N2CCC(C)CC2)cc1 the results were TRHR agonist 0.3, ERG Ets-DNA blk 33%[activator], ALOX12 inh 179%[activator], POLK inh -16%, POLI inh -2% and APE1 inh 53%.

(continued)
Screening CC1CCC(NC(=O)c2ccc(COc3ccccc3)o2)CC1 (stereo not drawn) returned TRHR agonist -0.3, ERG Ets-DNA blk 4%, ALOX12 inh -19%, POLK inh 9%, POLI inh 28% and APE1 inh -1%.
Screening CCOC(=O)CSc1nc2sc(C(=O)O)c(C)c2c(=O)[nH]1 returned BLM inh 1%, Pol beta inh -1%, TRHR agonist 0.2, ERG Ets-DNA blk -1%, ALOX12 inh 1%, POLK inh 2%, Anesthetic bind 10%, POLI inh 14% and APE1 inh -12%.
For CC1Cc2ccccc2N1C(=O)C1CCN(S(=O)(=O)Cc2ccccc2)CC1 (stereo not drawn) the results were BLM inh -5%, Pol beta inh -1%, TRHR agonist -1.3, ERG Ets-DNA blk -9%, ALOX12 inh 0%, POLK inh -1%, Anesthetic bind -7%, POLI inh 9% and APE1 inh 1%.
Screening CC(=O)OC1OCCOC1NC(=S)Nc1ccc(C)cc1 (stereo not drawn) returned BLM inh -1%, Pol beta inh -2%, TRHR agonist -0.2, ERG Ets-DNA blk -12%, ALOX12 inh 285%[activator], POLK inh -2%, Anesthetic bind -16%, POLI inh 27% and APE1 inh 1%.
`COc1cccc(-c2cc(C(=O)NCCN3CCOCC3)no2)c1` gave BLM inh 1%, Pol beta inh 22%, TRHR agonist 0.0, ERG Ets-DNA blk -6%, ALOX12 inh 8%, POLK inh -4%, Anesthetic bind -8%, POLI inh 19% and APE1 inh -1%.
For COc1ccc(OCCC(=O)Nc2nccs2)cc1 the results were BLM inh 1%, Pol beta inh -1%, TRHR agonist 1.2, ERG Ets-DNA blk 6%, ALOX12 inh -1%, POLK inh -9%, Anesthetic bind -8%, POLI inh inconclusive and APE1 inh 3%.
Screening Cc1ccc(NC(=S)Nc2cccc3cnccc23)cc1 returned BLM inh -10%, Pol beta inh -3%, TRHR agonist 0.9, ERG Ets-DNA blk 10%, ALOX12 inh -25%, POLK inh -5%, Anesthetic bind -15%, POLI inh 84%[activator] and APE1 inh -3%.
`O=C(OCC(=O)N1CCCC1)c1c(Cl)cccc1Cl` gave BLM inh -2%, Pol beta inh 30%, TRHR agonist 0.1, ERG Ets-DNA blk 9%, ALOX12 inh -6%, POLK inh 5%, Anesthetic bind -1%, POLI inh 26% and APE1 inh 12%.
`COCCCNC(=S)N1CCN(c2nc(C)nc3sc4c(c23)CCCC4)CC1` gave BLM inh -1%, Pol beta inh 10%, TRHR agonist -0.7, ERG Ets-DNA blk 8%, ALOX12 inh 13%, POLK inh -2%, Anesthetic bind -8%, POLI inh -1% and APE1 inh 0%.
For Cc1c(C(=O)Nc2ccc(F)cc2)oc2ccc(S(=O)(=O)N3CC(C)CC(C)C3)cc12 (stereo not drawn) the results were BLM inh -5%, Pol beta inh -1%, TRHR agonist 1.3, ALOX12 inh -2%, POLK inh -4%, Anesthetic bind -24%, POLI inh 9% and APE1 inh -2%.
